M4 antag – antagonists of human muscarinic M4 receptor (CHRM4); CHO-hM4 cells, ACh EC80, Fluo-8 calcium fluorescence; 0.73% of 360,000 active; AID 624125; inhibition, % at 3 µM;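 active = inhibition above its plate's cutoff, the mean inhibition of sample wells plus 3 SD, cut at about 27% in these data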;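 note: 0% = acetylcholine EC80 with DMSO and 100% = DMSO without agonist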
Target sequence (P08173 whole entry, looked up): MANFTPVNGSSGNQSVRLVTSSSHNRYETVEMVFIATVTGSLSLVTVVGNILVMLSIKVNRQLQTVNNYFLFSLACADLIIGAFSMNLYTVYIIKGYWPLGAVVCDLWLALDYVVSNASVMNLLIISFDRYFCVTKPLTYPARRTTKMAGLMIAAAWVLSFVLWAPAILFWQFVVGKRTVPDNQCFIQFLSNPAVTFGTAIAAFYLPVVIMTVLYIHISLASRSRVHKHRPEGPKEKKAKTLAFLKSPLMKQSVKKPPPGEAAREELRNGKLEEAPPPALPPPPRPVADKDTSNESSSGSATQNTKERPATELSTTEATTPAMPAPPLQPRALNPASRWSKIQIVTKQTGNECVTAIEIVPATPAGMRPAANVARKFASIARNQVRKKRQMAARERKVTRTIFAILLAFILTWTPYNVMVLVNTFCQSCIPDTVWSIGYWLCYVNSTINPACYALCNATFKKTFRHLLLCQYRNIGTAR
CHRM1 PAM – potentiates human M1 receptor response to acetylcholine; P11229; CHO-K1 hM1, Fluo-8 calcium fluorescence, ACh EC20; 0% = ACh EC20, 100% = maximal ACh; activation, % at 3 µM; 0.088% of 360,000 active; AID 588819; in the data active = activation above about 19%, passing the limit was not always enough
Target sequence (P11229 whole entry, looked up): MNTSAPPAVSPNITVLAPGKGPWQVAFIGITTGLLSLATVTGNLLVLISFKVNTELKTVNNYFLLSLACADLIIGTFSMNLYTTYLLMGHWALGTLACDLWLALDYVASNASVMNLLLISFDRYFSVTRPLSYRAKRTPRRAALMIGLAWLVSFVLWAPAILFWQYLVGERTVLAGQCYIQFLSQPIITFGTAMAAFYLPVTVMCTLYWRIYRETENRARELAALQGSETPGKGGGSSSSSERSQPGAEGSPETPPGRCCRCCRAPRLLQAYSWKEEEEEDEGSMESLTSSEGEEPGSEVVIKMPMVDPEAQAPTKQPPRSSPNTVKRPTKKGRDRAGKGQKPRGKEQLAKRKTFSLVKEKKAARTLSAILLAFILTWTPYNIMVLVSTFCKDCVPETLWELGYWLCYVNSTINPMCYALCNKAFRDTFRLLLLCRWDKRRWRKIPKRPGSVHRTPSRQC
CHRM5 agonist – CHRM5 agonism in calcium assay. P08912. CHO-K1 hM5 cells, Fluo-8 calcium fluorescence; 0% DMSO wells, 100% maximal acetylcholine response. activation, % at 3 µM. 0.19% of 360,000 active. AID 624037;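 active = activation above the run's mean over test compounds plus 3 SD, cut at about 23% in these data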;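 note: signal is peak over basal fluorescence ratio across the kinetic read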
CHRM4 PAM – potentiates acetylcholine response at human M4 receptor; CHO-K1 hM4/Gqi5, Fluo-8 calcium fluorescence, ACh EC20; 0% = ACh EC20, 100% = maximal ACh; activation, % at 3 µM; P08173; 0.4% of 360,000 active;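 active = activation above its plate's cutoff, the mean activation of sample wells plus 3 SD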; note: some results filed as inactive read as strong as hits
CHRM5 PAM – potentiates acetylcholine response at human M5 receptor; P08912; CHO-K1 hM5, Fluo-8 calcium, ACh EC20 PAM; 0% = ACh EC20, 100% = ACh EC100; 0.3% of 360,000 active; activation, % at 3 µM;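 active = activation above the run cutoff, the mean activation of all test compounds plus 3 SD, cut at about 18% in these data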
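Assay system: CHO-K1 hM5 cells. Also added: acetylcholine at EC20 concentration, added after compound. Dosing: 3 µM, single dose. Times: compound preincubation 140 s before EC20 acetylcholine addition. Signal: Fluo-8 calcium fluorescence. Measure: % activation relative to EC20 and EC100 ACh responses. Repeats: singlicate, one well per test compound.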
M5 antag – CHRM5 antagonism in calcium assay. CHO-hM5 cells, Fluo-8 calcium fluorescence, ACh EC80. inhibition, % at 3 µM. 0.59% of 360,000 active. AID 624040;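 active = inhibition above a per-plate cutoff, the mean of that plate's test compounds plus 3 SD, cut at about 27% in these data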;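 note: 0% = acetylcholine EC80 with DMSO and 100% = DMSO without agonist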
CRFBP-R2 agonist – agonists of human CRF-binding protein/CRF-R2 receptor complex | activation, % at 13.2 µM | AID 588473 | 0.46% of 350,000 active | HEK293 CRF-R2/CRF-BP, calcium dye fluorescence (FLIPR); percent of saturating CRF peptide response;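 active = activation of at least 50%, plus an integration ratio under a set limit after plate pattern correction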;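 note: plate controls were neutral control wells without compound for no effect and CRF at EC100 for full effect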
CHRM1 antagonist – human CHRM1 antagonism. CHO-K1 hM1, Fluo-8 calcium fluorescence, ACh EC80 antagonist. inhibition, % at 3 µM. 1.3% of 360,000 active;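 active = percent inhibition above its own plate's cutoff, namely the mean of that plate's compound wells plus 3 SD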;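 note: peak over basal fluorescence ratio during 140 s after agonist addition; 0% = ACh EC80 plus DMSO and 100% = DMSO alone without agonist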
CHRM4 agonist – agonists of human muscarinic M4 receptor (CHRM4); CHO-K1 hM4/Gqi5, Fluo-8 calcium fluorescence; vehicle 0%, full acetylcholine response 100%; activation, % at 3 µM; 0.14% of 360,000 active; P08173;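 active = activation above the run mean over all test wells plus 3 SD, cut at about 32% in these data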;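 note: peak over basal fluorescence ratio per well then scaled between controls; 0% = DMSO wells and 100% = acetylcholine at EC100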
* marks the source's active call; other numbers are inactive results; . = no result given. Rows are unselected; any-hit rate near 2.8%.

canonical_smiles	M4 antag	CHRM1 PAM	CHRM5 agonist	CHRM4 PAM	CHRM5 PAM	M5 antag	CRFBP-R2 agonist	CHRM1 antagonist	CHRM4 agonist
O=C(COC(=O)CNC(=O)c1ccc(Cl)c([N+](=O)[O-])c1)NNC(=O)c1ccccc1F	16.4	0.5	0.2	-5.6	-8.1	8.0	-1.0	-0.9	-0.3
CCCCCOc1ccc(Br)cc1CSC(=N)N	25.0	-12.7	4.5	-14.3	-17.0	31.9*	4.9	24.1*	12.4
Brc1ccc(-c2nc(-c3ccccc3)no2)o1	1.1	-6.2	-1.6	-2.5	1.2	0.8	-0.1	2.9	-1.0
CC(C)(C)c1ccc(OCC(=O)Nc2ccc3c4c(cccc24)C(=O)NC3=O)cc1	8.3	-7.4	-3.6	-3.9	-6.3	12.1	12.3	22.1	0.0
COc1ccc(NC2CC(=O)NC2=O)cc1 (stereo unspecified)	-2.0	10.4	0.3	-2.1	-0.8	2.6	-4.6	-6.9	0.9
O=C(/C=C/c1ccco1)Nc1ccccn1	-5.8	-2.5	-1.0	-3.4	-1.7	-2.4	-1.4	4.0	0.2
CCOc1ccccc1NC(=O)C(OC(=O)C1CC1)c1ccccc1 (stereo unspecified)	-4.0	18.9	-3.5	-5.3	-0.1	5.5	-1.4	-17.7	-1.0
O=C(O)c1cc(S(=O)(=O)N2CCCCC2)ccc1F	-6.4	5.9	0.1	3.8	-0.1	-5.0	6.6	-7.7	1.2
CC1CCN(c2nc3ccc(C(=O)NCCCN4CCCCC4C)cc3s2)CC1 (stereo unspecified)	-1.7	-5.9	-4.9	0.6	-5.9	2.4	-0.8	1.3	1.5
COc1ccc(Nc2ccc(C(=O)O)cc2[N+](=O)[O-])cc1	-6.5	-0.2	-4.7	-6.2	-0.8	3.6	-0.7	0.9	0.1
COc1ccc(Cl)cc1N(CC(=O)NCCSCc1ccccc1)S(C)(=O)=O	-1.8	1.5	-4.8	-4.9	-2.0	7.5	-2.0	-11.3	2.5
CCN(CC)CCCNC(=O)c1cc(-c2ccc(Cl)cc2)on1	-1.8	9.1	-6.5	19.6	8.9	-4.6	0.5	-12.1	3.1
CC(C)N(C(=O)Cn1c(SCC(=O)NCc2ccc3c(c2)OCO3)nc2ccccc21)C(C)C	-10.3	-0.8	-3.2	5.2	2.9	-4.7	1.1	-6.8	1.0
O=C1Nc2ccc(C(=O)O)c(O)c2C1=O	-3.4	5.8	3.4	5.5	0.8	0.6	-4.2	-12.5	3.4
COc1ccc(C(=O)COC(=O)CCN=C2NS(=O)(=O)c3ccccc32)cc1OC	-4.5	9.9	3.0	9.2	-1.6	-2.5	-0.5	-11.5	2.8
COC(=O)CSc1nc2ccccc2nc1SCC(=O)OC	-10.3	9.8	-2.1	6.0	7.6	-6.3	-0.3	-34.5	5.0
CC1(C(=O)NS(=O)(=O)c2ccc(C#N)cc2)CCN1C(=O)Cc1cccc2ccccc12 (stereo unspecified)	11.4	1.3	-0.5	-4.3	2.5	3.2	.	-4.2	0.0
CCOc1ccccc1N(CC(=O)NCc1ccco1)C(=O)CCC(=O)Nc1nccs1	5.1	3.0	0.1	-0.1	-1.7	8.5	1.1	0.6	-0.1
COC(=O)C1=C(C(=O)OC)C(c2cc([N+](=O)[O-])ccc2O)c2sc(=O)[nH]c2S1 (stereo unspecified)	-9.3	6.3	-4.1	15.4	0.6	-0.3	-1.4	-7.3	1.4
COc1ccc(Nc2nc(N)nc(C(F)(F)F)n2)c(OC)c1	-1.0	4.5	-0.6	19.3	-3.8	4.4	0.4	-4.5	0.0
COc1ccc(OC)c(NC(=O)c2cnn(-c3ccccc3)c2C)c1	7.3	-2.4	0.6	-3.6	-5.7	3.8	0.0	3.6	1.8
CCN1CCN(CCCNC(=O)c2cc3c(=O)oc4ccc(C)cc4c3s2)CC1	-3.6	3.2	-3.1	-3.4	-2.6	7.5	8.5	-6.4	1.8
COc1ccc(OCC(O)CNC(=O)c2sccc2Cl)cc1 (stereo unspecified)	3.9	-0.2	1.1	-3.8	-3.7	8.4	0.1	6.7	3.0
Cc1ccc(S(=O)(=O)n2cnc3cc([N+](=O)[O-])ccc32)c(C)c1	-6.6	-2.1	-1.3	9.4	-5.2	1.6	1.4	2.0	1.1
CSCC[C@H](NC(=O)OC(C)(C)C)c1nnc(SCC(=O)Nc2c(C)cccc2C)o1	-0.1	5.0	-2.9	6.7	-6.5	-5.0	-1.4	-38.3	0.8
CCn1c(C)nc2cc(C(=O)NN=Cc3ccccc3OC(F)F)ccc21	8.7	5.8	0.2	0.7	8.2	0.7	-0.4	-7.3	2.4
C[C@@H]1CN([C@H](C)CO)C(=O)c2c(c3ccccc3n2C)-c2ccccc2CO[C@H]1CN(C)C(=O)Nc1ccccc1	-6.0	-10.1	2.1	-5.8	-11.3	8.0	1.6	21.6	4.1
CC1CC(C)(C)NC(=S)N1CCCC(=O)N1CCN(c2ccccc2F)CC1 (stereo unspecified)	-3.8	3.3	-0.6	1.2	-2.8	1.2	-0.7	2.3	1.8
O=C(Nc1ccccc1C(=O)N1CCOCC1)c1ccc(F)cc1	-2.2	0.1	1.0	1.1	-1.9	-5.1	-0.1	-3.4	0.5
O=C(O)C1CN(C(=O)c2cccc(Br)c2)C1	5.6	5.2	-1.7	-3.2	-12.9	14.1	1.4	-6.7	1.2
COc1ccc(S(=O)(=O)NCCc2c[nH]c3ccc(Cl)cc23)cc1	2.0	13.0	3.4	1.5	5.8	-4.0	1.4	-15.5	3.7
CN(C)S(=O)(=O)c1cccc(C(=O)NC2CCCc3ccccc32)c1 (stereo unspecified)	0.0	1.1	-5.9	-2.2	-1.7	2.1	-1.4	-19.7	1.0
COc1cccc2c1cc1c(=O)n(CC(=O)NCCCN3CCN(C)CC3)nc(C)n12	-10.1	7.2	-4.4	6.1	0.3	-9.4	-1.3	-1.4	1.6
O=C(NC(c1ccccc1)c1cnccn1)C1CCN(CCCOc2ccccc2)CC1 (stereo unspecified)	-1.3	-7.5	-2.4	-4.9	0.2	3.6	.	10.7	0.8
CC(C)Nc1nnc(SCc2cc(=O)n3ccsc3n2)s1	-2.4	9.3	-2.4	6.5	-5.9	12.2	2.4	-0.4	0.6
CC1CCN(c2c(NCc3ccc(C(=O)N(C)C4CCCCC4)cc3)c(=O)c2=O)CC1	4.5	4.4	2.1	-5.4	2.6	4.5	4.3	-6.2	0.0
Cc1ccccc1OCCCC(=O)Nc1nccs1	4.0	2.6	1.2	-0.4	5.2	-2.5	-0.1	-2.1	1.9
COc1ccc(NC(=O)c2cccc(OS(=O)(=O)N(C)C)c2)cc1	-13.5	4.5	3.2	-3.5	3.1	-12.6	0.9	-7.0	6.0
CSc1ncccc1C(=O)NCCc1ccc(S(N)(=O)=O)cc1	9.6	1.7	3.4	-2.0	2.3	6.2	-0.2	2.0	-0.3
COc1ccccc1NC(=O)c1nn(-c2cccc(C(F)(F)F)c2)ccc1=O	5.1	1.2	0.5	2.8	-3.1	8.0	-2.7	-7.6	3.9
COc1ccc(-c2csc3ncnc(Oc4ccc5c(C)cc(=O)oc5c4)c23)cc1	0.6	-3.6	-1.7	1.6	-7.1	9.7	0.0	4.7	1.5
Cc1ccc(NC(=O)CN2CCCCCC2)cc1[N+](=O)[O-]	-3.7	9.8	-0.8	1.2	3.6	0.8	-0.9	-4.3	-0.6
Cc1ccc(C)c(NC(=O)CCN2CCN(C)CC2)c1	9.9	3.8	-5.2	0.5	5.9	9.0	1.8	-5.3	0.0
CC1(C)NC(=O)N(CC(=O)Nc2cc(C(F)(F)F)cc(C(F)(F)F)c2)C1=O	3.0	11.9	-1.4	4.6	6.2	0.5	-1.0	-13.6	1.6
Cc1ccc(S(=O)(=O)NCCC(=O)OCC(=O)NCCc2ccccc2)cc1C	-4.2	2.7	-0.7	1.3	-1.9	6.8	-1.4	-12.3	2.6
O=[N+]([O-])c1nccn1C1C=CC(O)C(CO)O1 (stereo unspecified)	-1.4	.	3.6	7.6	-3.7	1.9	.	.	0.8
Cc1ccc(C2=CC(=O)C[C@H](c3ccc(Cl)cc3)C2)cc1	10.5	5.5	-1.2	6.4	-5.8	13.1	-0.4	-7.5	0.2
CN(c1ccccc1)S(=O)(=O)c1cccc(NC(=O)CN2CCCc3ccccc32)c1	2.7	-3.1	-15.8	-24.5	-16.1	6.0	3.4	14.9	4.9
CC1(C(=O)NS(=O)(=O)Cc2cccc(Cl)c2)CCN1C(=O)C/C=C/c1ccccc1 (stereo unspecified)	-2.6	6.0	0.8	3.2	-1.4	4.4	.	-12.3	0.8
Cc1cc(NC(=O)CN(C)S(=O)(=O)c2cnc[nH]2)ccc1Br	4.0	1.4	-0.3	13.5	4.4	-1.5	-0.8	7.9	3.4
O=C(COc1ccccc1F)NCC(c1ccco1)N1CCCC1 (stereo unspecified)	-2.6	-15.5	-7.1	0.1	-2.1	6.2	0.1	18.7	0.4
CC(=O)Nc1ccc(C2(c3ccc(NC(C)=O)cc3)C(=O)Nc3ccccc32)cc1	-1.4	3.8	-0.2	-2.4	-1.0	5.3	-0.9	-10.5	2.9
O=C(COC(=O)CCCC1=NS(=O)(=O)c2ccccc2N1)Nc1ccc(Br)cc1	2.5	15.9	-3.2	7.8	1.7	1.2	-2.9	-10.8	0.2

Entries listed so far with a tert-butyl group, in the order listed:
canonical_smiles	M4 antag	CHRM1 PAM	CHRM5 agonist	CHRM4 PAM	CHRM5 PAM	M5 antag	CRFBP-R2 agonist	CHRM1 antagonist	CHRM4 agonist
CC(C)(C)c1ccc(OCC(=O)Nc2ccc3c4c(cccc24)C(=O)NC3=O)cc1	8.3	-7.4	-3.6	-3.9	-6.3	12.1	12.3	22.1	0.0
CSCC[C@H](NC(=O)OC(C)(C)C)c1nnc(SCC(=O)Nc2c(C)cccc2C)o1	-0.1	5.0	-2.9	6.7	-6.5	-5.0	-1.4	-38.3	0.8

Screening results: PubChem, several laboratories
